Screening results as filed in PubChem.
S3 lipid droplet = qHTS Assay for Lipid Storage Modulators in Drosophila S3 Cells; Drosophila S3 cells, BODIPY lipid droplet fluorescence, 18-24 h; cells fed with added oleic acid; Potency in µM for hits, for the others lipid storage change, negative = inhibition, % at the top dose, mostly 46.1 µM; 0.64% of 320,000 active; active means well fitted inhibition curve with a large enough effect in the signal ratio, with a control signal flat, not every such curve was filed as active; inconclusive means small, poorly fitted or top-dose-only effect, or effect the other way, or a change in a side signal; the % refers to the signal ratio
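Laser-scanning cytometry quantifies lipid droplet accumulation (500–530 nm total intensity; droplet/cell object ratio) in oleic acid-fed (400 uM added) Drosophila S3 cells treated with a concentration series. 20 uM Triacsin C defined 100% inhibition.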
S3 lipid droplet cell count max = further read-out of S3 lipid droplet, marked with its call; cell number change, %; measured here: cell count max response;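 cells counted by Cell Tracker Red CMTPX staining in the red channel; peak over a dose series mostly up to 46.1 µM; percent activity relative to internal control wells on each plate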
* = called active by the depositor; i = inactive; ? = inconclusive; . = not tested or not shown; & = joins results of further samples. On the % scale 0 is the no-effect control and ±100 the full control effect; potency means the concentration at half of the fitted maximal effect. These rows are one share of the data; count on the stated rates, not on these rows.

SMILES | S3 lipid droplet | S3 lipid droplet cell count max
CC(=O)c1ccc(NC(=O)C(C)OC(=O)C2CCN(c3ccc(C(F)(F)F)cn3)CC2)cc1 (stereo not given) | ? | .
O=C(NC1CCCCC1)c1ccccc1C(F)(F)F | -20% | -11
COc1ccccc1CC(=O)NNC(=O)c1ccc(C(C)(C)C)cc1 | ? | .
NCCCCC(N)c1cn([C@@H](CCC(=O)O)C(=O)N2CCNCC2)nn1 (stereo not given in full) | ? | .
CN(CCCOc1ccccc1F)Cc1ccccc1 | 22% | 20
COc1ccccc1-c1c(C)oc2c(CN3CCOCC3)c(O)ccc2c1=O | i | 22
Cc1cc(NC(=O)C(C)SCC(=O)NCc2ccc(F)cc2)no1 (stereo not given) | 14% | .
CC(C)CC(C(=O)O)N1C(=O)C2C3CC(C2C1=O)C1C(c2ccccc2)c2sc(=O)[nH]c2SC31 (stereo not given) | ? | .
COc1ccccc1N1CCN(C(=O)c2coc(=O)c(Br)c2)CC1 | 19% | 12
COc1cc(/C=N/NC(=O)c2cccnc2)ccc1OS(=O)(=O)c1ccc(F)cc1 | ? | .
CC1CCN(Cc2ccc(NC(=O)C3CCN(c4nnc(-n5cccc5)s4)CC3)cc2)CC1 | ? | .
COc1ccc(OC(C)C(=O)NCCC2=CCCCC2)cc1 (stereo not given) | ? | .
CCCCn1c(N)c(N(Cc2ccccc2OC)C(=O)CSCC(=O)Nc2cccc(C)c2)c(=O)[nH]c1=O | ? | .
CC(C)n1c(CN2CCN(C(=O)c3ccco3)CC2)nc2c1c(=O)n(C)c(=O)n2C | 22% | .
O=C(CCSc1ccc(Cl)cc1)NC12CC3CC(CC(C3)C1)C2 | ? | .
CCN1CCN(c2ccc(S(=O)(=O)N3CCOCC3)cc2NC(=O)/C=C/c2ccc(OC)cc2OC)CC1 | ? | .
Cc1nn(C)c(NC(=O)c2ccc(Cl)cc2Cl)c1Br | 4% | 9
O=C(c1cnc2sccn2c1=O)N(Cc1ccccc1)c1ccccn1 | ? | .
CCOC(=O)c1c[nH]c2c(C)cc(C)cc2c1=O | -6% | -14
CCOc1ccc(NS(=O)(=O)c2ccc(C(=O)NCC(c3ccco3)N3CCCC3)cc2)cc1 (stereo not given) | ? | .
COc1cc(C(=O)OCC(=O)NC2CCCC2)cc(OC)c1OC | 6% | 3
COc1ccc(CCNC(=O)CSc2nc(=O)[nH]c3c2CCC3)cc1OC | ? | .
CNc1cc(CS(=O)c2ccccc2)nc(-c2ccccc2)n1 (stereo not given) | -17% | -21
Cc1cc(C)cc(NC(=O)CCc2ccc(C)o2)c1 | ? | .
Cc1cccc(C(=O)Nc2ccccc2C(=O)OCC(=O)Nc2ccc(C#N)cc2)c1 | ? | .
CCN(CC)S(=O)(=O)c1cc(OCC(N)=O)c(C)cc1Cl | 15% | .
CCCC(=O)Oc1ccc(N(C(=O)CCC)S(=O)(=O)c2cccs2)cc1 | ? | .
Cc1ccc(C2=N/C(=C/N3CCOCC3)C(=O)O2)cc1 | ? | .
Cc1ccc(S(=O)(=O)Cc2ccc(C(=O)N3CCN(c4cc(C)ccc4C)CC3)o2)cc1 | 9% | 1
O=C(CN1C(=O)NC(Cc2ccccc2)C1=O)Nc1ccccc1OC(F)F (stereo not given) | 7% | 1
Oc1ccc(/C=N/N2CCOCC2)c(O)c1O | ? | .
CCN1CCN(C(=S)NC(=O)c2cccs2)CC1 | ? | .
CC1(C)CC2CC(C)(CN2Cc2c(O)ccc3ccccc23)C1 (stereo not given) | ? | .
Cc1cc(-c2ccccc2)nc2cc(C(=O)NCCCn3ccnc3)nn12 | 8% | 8
Cc1ccc(S(=O)(=O)N2CCCCC2CCNC(=O)C(=O)NCc2cccnc2)cc1 (stereo not given) | ? | .
COc1ccc(CN(C)C(=O)COC(=O)c2ccc3c(c2)OCO3)cc1OC | ? | .
O=C(CSc1nc(-c2ccccc2)cc(C(F)(F)F)n1)c1cccc([N+](=O)[O-])c1 | 3% | -2
COc1cc(/C=N\Nc2nc3ccccc3[nH]2)cc(OC)c1OC | ? | .
N#CCc1nc2c3c4c(sc3ncn2n1)CCCC4 | ? | .
Cc1nnn(-c2nonc2N)c1C(=O)NNC(=O)c1ccc(Cl)c(Cl)c1 | ? | .
CC1CCC(NC(=O)CCn2ccc3cc(S(=O)(=O)N4CCCC4)ccc32)CC1 (stereo not given) | 19% | -1
Fc1cccc(CNc2ncnc3cc(Cl)ccc23)c1F | ? | .
CN1C(=O)C2(c3ccccc31)N(C)CC(c1ccccc1)C21SC(=S)N(Cc2ccco2)C1=O (stereo not given) | ? | .
Cc1cccc(C(=O)NN(C)c2nc(-c3ccccc3)nnc2C(F)(F)F)c1 | 2% | .
O=C(COC(=O)c1cc(-c2cccs2)nn1-c1ccccc1)Nc1cc([N+](=O)[O-])ccc1Cl | ? | .
O=C1[C@@H]2CSCN2C(=O)CN1Cc1ccc(F)cc1 | ? | .
COc1ccc(NC(=O)CSc2nc3c(c(=O)n(C)c(=O)n3C)n2C)c(OC)c1 | ? | .
COC(=O)N1C(=O)[C@@](c2ccccc2)(C(C)C)N1C(=O)OC | -15% | -20
Cc1cc2nc(-c3ccc[nH]c3=O)n(Cc3ccccc3F)c2cc1C | -1% | -5
CCn1ncc([C@@H]2C[C@H]3CN(Cc4ccccc4C)C(=O)[C@]34CCCN24)c1C | ? | .

By substructure, those above containing a CF3 group.
SMILES | S3 lipid droplet | S3 lipid droplet cell count max
CC(=O)c1ccc(NC(=O)C(C)OC(=O)C2CCN(c3ccc(C(F)(F)F)cn3)CC2)cc1 (stereo not given) | ? | .
O=C(NC1CCCCC1)c1ccccc1C(F)(F)F | -20% | -11
O=C(CSc1nc(-c2ccccc2)cc(C(F)(F)F)n1)c1cccc([N+](=O)[O-])c1 | 3% | -2
Cc1cccc(C(=O)NN(C)c2nc(-c3ccccc3)nnc2C(F)(F)F)c1 | 2% | .

(listing goes on)
SMILES | S3 lipid droplet | S3 lipid droplet cell count max
CCOc1ccc(NC(C(=O)Nc2cccc(C(C)=O)c2)c2ccccc2)cc1 (stereo not given) | 4% | 2
c1ccc(CCCc2nc(-c3ccccn3)no2)cc1 | i | .
Clc1ccc2c(NCc3ccccn3)ccnc2c1 | -20% | -16
CCOc1ccc(OCC(=O)Nc2ccccc2N2CCCC2)cc1 | ? | .
S=C(Nc1ccccc1Cl)N(CCN1CCCCC1)Cc1ccco1 | i | .
O=C(Cn1cnc([N+](=O)[O-])c1)NCc1ccc(F)cc1 | ? | .
Cc1nn(Cc2ccc(Cl)c(Cl)c2)c(C)c1NC(=O)c1noc2c1CCCCC2 | ? | .
CCN(CC(=O)NCc1ccco1)S(=O)(=O)c1ccc(F)cc1 | ? | .
CCOC(=O)Cn1c(=O)c2c(nc(Br)n2Cc2ccc(Cl)cc2)n(C)c1=O | ? | .
CC(C)N(CCNS(=O)(=O)c1ccc(Cl)cc1)C(C)C | ? | .
O=c1cc(O)nc(SCc2ccccc2)n1-c1ccccc1 | -3%&19% | 11&-4
CCOc1ccc(CCNC(=O)COC(=O)CCc2cc(OC)c(OC)c(OC)c2)cc1OCC | ? | .
CCN(CC(=O)NCc1cccs1)C(=O)c1cccc(S(=O)(=O)Nc2ccc(OC)cc2)c1 | -5% | -15
CN1CCN(c2ccc(NC(=O)CSc3nnnn3-c3ccccc3Cl)cc2)CC1 | ? | .
COc1ccc(OCCSc2nnc(C)n2-c2ccccc2)cc1 | 8% | 4
Cc1cc(C)cc(N2C(=O)CSC2c2cccs2)c1 (stereo not given) | i | 5
Cc1ccc(-c2cc(C(=O)Nc3cnn(C45CC6CC(CC(C6)C4)C5)c3)no2)cc1 | ? | .
C/C(=N\NC(=O)c1cc(C(C)C)[nH]n1)c1ccncc1 | ? | .
O=C(O)CCCNS(=O)(=O)c1ccc2ccccc2c1 | ? | .
Cc1occc1C(=O)Nc1nnc(-c2ccncc2)s1 | i | 12

Compound profiles, as listed above. Order of values: S3 lipid droplet	S3 lipid droplet cell count max
`CCN(CC(=O)NCc1cccs1)C(=O)c1cccc(S(=O)(=O)Nc2ccc(OC)cc2)c1` in the list: -5%	-15
`O=C(O)CCCNS(=O)(=O)c1ccc2ccccc2c1` in the list: ?	.
`Cc1occc1C(=O)Nc1nnc(-c2ccncc2)s1` in the list: i	12
`COc1ccc(OCCSc2nnc(C)n2-c2ccccc2)cc1` in the list: 8%	4
`Cc1cc(C)cc(N2C(=O)CSC2c2cccs2)c1` (stereo not given) in the list: i	5

Continuation.
SMILES | S3 lipid droplet | S3 lipid droplet cell count max
Cc1ccc(C(=O)NC(=S)Nc2ccc(N3CCOCC3)cc2)cc1C | ? | .
O=C(COc1ccc(C2SCCS2)cc1)NNC(=O)C(Cl)Cl | ? | .
COCCN(C(=O)CSc1ncc(C(F)(F)F)cc1Cl)c1c(N)n(Cc2ccccc2)c(=O)[nH]c1=O | ? | .
CCOc1cc(Cl)c(S(=O)(=O)NCCCN2CCOCC2)cc1Cl | ? | .
C/C(=N\NC(=O)CC1(C)OCCO1)c1cccs1 | -1% | .
O=C(NC(=S)Nc1ccc2oc(-c3ccncc3)nc2c1)c1ccccc1F | -22% | .
COc1ccccc1-n1cnnc1SCC(=O)Nc1cccnc1Cl | ? | .
Cc1nn2c3c(cnc2c1-c1ccc(Cl)cc1)C(=O)CC(c1ccco1)C3 (stereo not given) | ? | .
S=c1[nH]nc(Cc2ccccc2)n1-c1ccc(Cl)cc1 | ? | .
Cc1cc(C)c(NC(=O)COc2nc3ccccc3nc2C)c(C)c1 | 20% | 20

Fetched one by one from above, 2 records:
SMILES | S3 lipid droplet | S3 lipid droplet cell count max
CCN(CC)S(=O)(=O)c1cc(OCC(N)=O)c(C)cc1Cl | 15% | .
CCOc1ccc(NC(C(=O)Nc2cccc(C(C)=O)c2)c2ccccc2)cc1 (stereo not given) | 4% | 2

Other compounds
SMILES | S3 lipid droplet | S3 lipid droplet cell count max
C1CC(CN2CCOCC2)CN(c2nc3nonc3nc2N2CCSCC2)C1 (stereo not given) | -6% | -19
O=C1/C(=C/c2cccnc2)SC(=S)N1NS(=O)(=O)c1ccccc1 | -18% | -1
CCOc1ccc(C(=O)Nc2ccc(Cc3ccncc3)cc2)cc1Br | ? | .
Cc1ccc(NC(=O)c2cccnc2C(=O)Nc2ccc(C)cc2)cc1 | ? | .
COc1ccc(C(CNC(=O)c2oc3ccc(C)cc3c2C)N2CCCCC2)cc1 (stereo not given) | ? | .
O=C(CN1CCCCCC1)Nc1cc([N+](=O)[O-])ccc1Cl | ? | .
O=C(Cc1ccc(S(=O)(=O)N2CCOCC2)s1)NCC1CCCCC1 | 0% | -9
O=C(CSc1ncn[nH]1)Nc1ccc([N+](=O)[O-])cc1Br | ? | .
O=C(Nc1ccccc1)c1csc(-c2ccccc2)n1 | 8% | 3
COc1cc(S(=O)(=O)N2CCN(C(=O)c3ccco3)CC2)c(OC)cc1C | i | -2
C=CCNC(=S)Nc1c(N)n(C)c(=O)n(C)c1=O | 4% | 26
CCOc1cc(CNc2ccc3c(c2)OCCO3)cc(Br)c1OCC | 21% | -9
O=C(CN(c1ccc(Cl)cc1)S(=O)(=O)c1ccccc1)N1CCN(c2ccccc2)CC1 | ? | .
COc1ccc(/C=C/C(=O)c2ccc(NC(=O)c3cccs3)cc2)cc1OC | ? | .
CCOc1ccccc1N1CCN(C(=O)C(F)(F)F)CC1 | ? | .
CC1CCC(N2CC(=O)N(Cc3ccc4c(c3)OCO4)C(c3ccc(F)cc3)C2=O)CC1 (stereo not given) | i | .
O=C(COc1ccccc1)NCC(c1ccco1)N1CCCCC1 (stereo not given) | ? | .
CCN(C(=O)c1cc2c(=O)[nH]c3ccc(C)cc3c2s1)c1ccc(OC)cc1 | 0% | .
O=[N+]([O-])c1cc(C(F)(F)F)ccc1NCCCCNS(=O)(=O)c1ccc2ccccc2c1 | ? | .
CCCCCCCC(=O)N/N=C(\C)c1ccc(N)cc1 | 14% | 15
Cc1cc(C)n2nc(C(=O)OCC(=O)NNC(=O)c3ccccc3)nc2n1 | ? | .
CCN(CC(=O)NC1CCS(=O)(=O)C1)S(=O)(=O)c1ccc(Cl)c(C(F)(F)F)c1 (stereo not given) | 24% | .
Cc1cc(OCc2cc(C(=O)N(C)CC3CCOCC3)no2)cc(C)c1Cl | ? | .
CCOc1cc(C(c2c(C)[nH][nH]c2=O)c2c(C)[nH][nH]c2=O)cc([N+](=O)[O-])c1O | ? | .
CCN(CC)S(=O)(=O)c1ccc(N2CCOCC2)c(NC(=O)COc2ccccc2)c1 | ? | .
COC(=O)c1ccc2[nH]c3c(c2c1)CC(C)CC3 (stereo not given) | ? | .
CC(C)NC(=O)CC(=O)N/N=C\c1ccccc1C(=O)O | -7% | 8
CCOC(=O)c1ccc2c(c1)n(CCCS(=O)(=O)[O-])c(/C=C/c1ccc(Cl)cc1)[n+]2CC | -17% | 4
CC(C)CC(=O)N1CCC(O)(CS(=O)(=O)Cc2ccccc2)CC1 | ? | .
O=C(COC(=O)CNC(=O)C1CCCCC1)Nc1ccc(Br)cc1Br | ? | .
CCC1CCCCN1CCNC(=O)c1[nH]c(C)c(C(C)=O)c1C (stereo not given) | ? | .
O=C1CC[C@@H](CN(Cc2ccccn2)Cc2nc(Cc3cccc(C(F)(F)F)c3)no2)N1 | 16% | -2
O=C(O)Cn1c(O)c(C=Nc2ccccc2)sc1=S | ? | .
O=C1SC(SCc2ccccc2)=N/C1=C\c1ccc(C(=O)O)cc1 | 4% | 2
c1ccc(-c2nc(N3CCCC3)nc3ccccc23)cc1 | ? | .
O=C(NCCCO)NC(=S)c1cccc2ccccc12 | 5% | 6
CC(C)(C)NC(=O)C1CCC(CNS(=O)(=O)c2cccc3nsnc23)CC1 (stereo not given) | 18µM* | .
